hERG rescue: hERG rescue from dofetilide block, primary screen, cell-based, CHO-hERG, FluxOR thallium flux, dofetilide IC70; Voltage-gated inwardly rectifying potassium channel KCNH2 (Homo sapiens), Q12809; dofetilide IC70 present; activation (rescue from dofetilide block), less the hit threshold, % at 10 µM; hit rate 0.51% among 310,000; AID 1511, 2009;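 active = activation above the mean of controls blocked by dofetilide plus 5 SD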;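 note: thallium influx through hERG after potassium depolarization seen as dye fluorescence rise; in these data hits start at about 4.7%; inactives centre near -7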
KCNK3 block: human KCNK3 channel inhibitors, primary screen, CHO cells, FluxOR thallium flux, B-score. hit rate 0.84% among 340,000. B-score at 10 µM. FluxOR fluorescence; hits give low values. Potassium channel subfamily K member 3 (Homo sapiens), O14649;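 active = B-score under library mean minus 4 SD, starting fluorescence ratio at most library mean plus 5 SD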;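 note: more negative B-score means stronger inhibition of thallium flux through KCNK3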
TMEM16A inh: TMEM16A chloride channel inhibitors, primary screen, cell-based, HTS; Anoctamin-1 (Mus musculus), Q8BHY3; HEK293 TMEM16A/YFP iodide influx fluorescence, ionomycin; normalized B-score (activity score, 25-100; higher = stronger inhibition) at 10 µM; hit rate 1.2% among 310,000;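 active = ratio plate-corrected score three or more library SD toward inhibition, starting fluorescence score within five deviations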;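 note: score derived from kinetic fluorescence span divided by baseline fluorescence per well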
TMEM16A act: TMEM16A chloride channel activators or potentiators, primary screen, cell-based, HTS | B-score at 10 µM | hit rate 0.3% among 340,000 | HEK293 TMEM16A/YFP-H148Q/I152L, iodide quench fluorescence; hits give low values | AID 623877, 2012 | Anoctamin-1 (Mus musculus), Q8BHY3;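 active = fluorescence-ratio B-score plate-corrected deviation score at least 3 library SD below zero, with starting fluorescence score within 5 deviations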;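 note: channel opened by trigger with iodide after compound preincubation; score built on the fluorescence ratio of max minus min over baseline; more negative score means more quench and so TMEM16A activation or potentiation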
RGS4 inh: RGS4 inhibitors, primary screen, cell-based, HEK293 M3R inducible RGS4, calcium flux; Regulator of G-protein signaling 4 (Homo sapiens), P49798; Fluo-4 calcium flux; hits give high values; triggered by carbachol at its EC20; B-score at 10 µM; hit rate 0.45% among 310,000;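 active = B-score, a plate-corrected calcium signal, over three deviations above library mean, with baseline fluorescence within five deviations of library mean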;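 note: RGS4 expression induced by doxycycline in cells with stable M3 receptor; B-score is computed from the integrated fluorescence ratio over baseline after carbachol; higher B-score means a larger calcium signal and so more RGS4 inhibition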
KCNQ1 block: inhibitors of human KCNQ1 channel, primary screen, cell-based, thallium flux, high-throughput. Potassium voltage-gated channel subfamily KQT member 1 (Homo sapiens), P51787. CHO-K1 KCNQ1, FluxOR thallium flux fluorescence; hits give high values. B-score at 10 µM. hit rate 1.3% among 310,000. AID 2642, 2010;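 active = compounds whose thallium flux B-score, printed positive for inhibition, exceeds three library SD while starting fluorescence stays within three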;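 note: channel opened by potassium depolarization with thallium stimulus after 20 min compound exposure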
Target sequence (P51787 whole entry, looked up): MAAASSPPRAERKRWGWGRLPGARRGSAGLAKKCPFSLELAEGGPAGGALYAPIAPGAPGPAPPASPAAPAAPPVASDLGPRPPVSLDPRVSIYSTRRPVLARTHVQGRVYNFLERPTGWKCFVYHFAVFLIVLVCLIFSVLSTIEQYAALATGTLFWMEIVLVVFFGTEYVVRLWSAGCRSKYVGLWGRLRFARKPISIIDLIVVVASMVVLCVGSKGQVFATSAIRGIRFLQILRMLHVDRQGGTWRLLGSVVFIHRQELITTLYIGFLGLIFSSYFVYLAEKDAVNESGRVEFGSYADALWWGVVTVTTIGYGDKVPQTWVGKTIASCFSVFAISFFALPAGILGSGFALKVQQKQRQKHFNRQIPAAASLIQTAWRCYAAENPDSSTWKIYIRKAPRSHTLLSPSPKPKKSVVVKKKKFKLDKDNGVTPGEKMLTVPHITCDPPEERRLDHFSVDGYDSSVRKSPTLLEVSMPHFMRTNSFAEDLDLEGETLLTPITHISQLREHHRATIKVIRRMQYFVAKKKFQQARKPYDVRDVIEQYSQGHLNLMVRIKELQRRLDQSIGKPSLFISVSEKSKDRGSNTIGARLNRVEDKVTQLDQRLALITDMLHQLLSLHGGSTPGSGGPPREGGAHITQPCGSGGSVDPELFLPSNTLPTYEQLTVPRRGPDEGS
KCNQ1 act: potentiators or activators of KCNQ1 channel, primary screen, cell-based, thallium flux, high-throughput. hit rate 0.35% among 310,000. Potassium voltage-gated channel subfamily KQT member 1 (Homo sapiens), P51787. AID 2648, 2010. CHO-K1 KCNQ1, thallium flux FluxOR fluorescence; hits give high values. B-score at 10 µM;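 active = fluorescence ratio B-score, a plate-corrected score, at least three library SD, with initial intensity B-score within 5 SD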
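Assay system: stable KCNQ1 CHO-K1 line; medium: assay buffer, equal DMSO in all wells; timing: 90 min dye loading and 20 min compound exposure, both at room temperature; technique: kinetic FluxOR thallium fluorescence, 10-s 1-Hz baseline, 110-s post-stimulus read; read-out basis: B score of baseline-normalized fluorescence ratio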
HDAC3 inh: HDAC3 deacetylase inhibitors, primary screen, biochemical, fluorescence, cell-free homogeneous. Histone deacetylase 3 (Homo sapiens), O15379. AID 2718, 2010. inhibition, % at 8.3 µM. hit rate 0.15% among 320,000. recombinant HDAC3, fluorogenic peptide/trypsin coupled; in the data active = inhibition above about 26%, passing the limit was not always enough
Target sequence (O15379 whole entry, looked up): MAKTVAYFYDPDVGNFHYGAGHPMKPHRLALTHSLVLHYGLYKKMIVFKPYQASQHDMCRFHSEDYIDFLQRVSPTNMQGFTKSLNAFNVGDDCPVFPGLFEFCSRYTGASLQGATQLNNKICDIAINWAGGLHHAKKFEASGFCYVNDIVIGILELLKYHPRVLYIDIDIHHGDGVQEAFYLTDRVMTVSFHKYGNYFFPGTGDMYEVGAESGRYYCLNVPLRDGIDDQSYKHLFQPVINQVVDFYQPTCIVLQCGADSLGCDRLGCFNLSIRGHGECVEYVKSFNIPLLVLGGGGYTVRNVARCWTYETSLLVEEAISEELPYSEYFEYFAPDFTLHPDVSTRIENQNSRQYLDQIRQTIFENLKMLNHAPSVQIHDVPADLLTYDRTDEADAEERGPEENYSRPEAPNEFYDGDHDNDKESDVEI
SKKanGAS inh: S. pyogenes SKKanGAS growth inhibitors in kanamycin, primary screen, streptokinase expression inhibitor project, SKKanGAS strain, BacTiter-Glo luminescence. 6 h. inhibition, % at 7.5 µM. hit rate 1.3% among 300,000;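 active = mean replicate score, as percent of positive control median, at least 50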;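 note: strain carries kanamycin resistance gene driven by streptokinase promoter and grows in 40 µg/ml kanamycin; loss of luminescence reflects streptokinase promoter inhibition or plain growth inhibition; 0% = median of DMSO wells and 100% = positive control at its reference dose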
RGS4 pot: RGS4 potentiators or activators, primary screen, cell-based, HEK293 M3R inducible RGS4, calcium flux | carbachol calcium flux Fluo4; hits give low values | B-score at 10 µM | hit rate 0.92% among 310,000 | AID 463111, 2010;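 active = B-score of the integrated calcium signal more than 4 SD below the library mean, with starting fluorescence not abnormally high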;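 note: negative B-score means reduced calcium response which marks RGS4 activation or potentiation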
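Also added: carbachol at ECmax as muscarinic agonist stimulus; Assay system: HEK293 cells with stable M3R and inducible RGS4; Timing: overnight RGS4 induction, 30 min dye load 37 °C, 20 min compound RT; Measured by: Fluo4-AM (2 µM) calcium-flux fluorescence, kinetic read.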
KCNK9 inh: KCNK9 potassium channel inhibitors, primary screen, HEK293 cells, thallium flux. Potassium channel subfamily K member 9 (Homo sapiens), Q9NPC2. FluxOR thallium flux fluorescence; hits give low values. B-score at 10 µM. hit rate 1.2% among 310,000;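 active = ratio B-score over 3 SD below the library mean, with starting fluorescence within 5 SD of its mean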;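 note: negative B-score means less thallium flux so channel inhibition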
Active calls of the source: *; i = inactive; . = no result given.

Values in the order – hERG rescue	KCNK3 block	TMEM16A inh	TMEM16A act	RGS4 inh	KCNQ1 block	KCNQ1 act	HDAC3 inh	SKKanGAS inh	RGS4 pot	KCNK9 inh
> COc1cccc(NC(=O)Cn2cc(C=O)c3ccccc32)c1
→ -0.6	i	i	i	i	i	i	-2.1	1.8	i	i
> CCOC(=O)C1CCN(Cc2nc3ccc(Cl)cc3n2CCO)CC1
→ -12.8	i	i	i	i	i	i	0.2	0.1	i	i
> NC(=O)CSC1=Nc2ccccc2C2=NC(CC(=O)NCc3cccs3)C(=O)N12 (stereo not drawn)
→ -11.8	i	i	i	i	i	i	-1.3	-3.1	i	i
> CCCCCn1c(=S)[nH]c2cc(C(=O)N3CCCC3)ccc2c1=O
→ -16.7	i	i	i	i	i	i	0.2	-3.2	i	i
> CCOC(=O)c1ccc2[nH]c3c(c2c1)CCCC3NC=O (stereo not drawn)
→ -2.9	i	i	i	i	i	i	-1.8	-11.5	i	i
> Cc1ccc(S(=O)(=O)NC(CC(C)C)C(=O)NCc2ccco2)cc1 (stereo not drawn)
→ -6.6	i	i	i	i	i	i	-0.6	0.0	i	i
> C/C(=N\NC(=O)c1cc2c(s1)CCC(C)C2)c1cccnc1 (stereo not drawn)
→ -14.8	i	i	i	i	i	i	3.9	5.7	i	i
> C=CCn1c(=O)c(C(=O)NCc2ccc3c(c2)OCO3)c(O)c2cc(OC)c(OC)cc21
→ -5.3	i	i	i	i	i	i	-0.9	4.7	i	i
> CN(C(=O)c1ccccc1-c1ncc[nH]1)C1CCCN(Cc2ccccc2F)C1 (stereo not drawn)
→ -10.0	i	i	i	i	i	i	-0.7	-8.9	i	i
> O=C1CC[C@H](OCc2ccccc2)CCN1[C@H](CSc1ccccc1)Cc1ccccc1
→ -11.5	i	i	i	i	i	i	15.2	16.0	i	i
> CNC1(C(N)=O)CCNCC1
→ -2.1	i	i	i	i	i	i	0.9	-4.5	i	i
> N#CC1=C(N)SC(N)=C(C#N)C1C1CC=CCC1 (stereo not drawn)
→ -9.7	i	i	i	i	i	i	-1.7	-10.2	i	i
> Clc1cccc(Cl)c1Cn1cnc(=NCc2ccco2)c2[nH]cnc21
→ -12.2	i	i	i	i	i	i	0.7	2.6	i	i
> O=C(CSc1ccc2nnc(-c3ccncc3)n2n1)Nc1nccs1
→ 1.4	i	.	i	i	i	i	.	-11.8	i	i
> Cc1ccc(CN2CCNC(=O)C2CC(=O)N(C)C2CCCCC2)cc1 (stereo not drawn)
→ -11.3	i	i	i	i	i	i	-1.0	11.5	i	i
> CCn1ccnc1CN1CCN(CC(C)C)C(CCO)C1 (stereo not drawn)
→ -6.8	i	i	i	i	i	i	-10.1	0.5	i	i
> COCCCC1CCN(Cc2cn[nH]c2-c2cc(OC)c(OC)c(OC)c2)CC1
→ -13.0	i	i	i	i	i	i	-4.7	-8.6	i	i
> COC(=O)c1cc2c(-c3ccccc3)c(C)c3ccccn3c-2c1C(=O)OC
→ -12.9	i	i	i	i	i	i	-5.7	5.7	i	i
> NC(=O)c1ccccc1OCC(=O)N1CCc2ccccc2C1
→ -10.9	i	i	i	i	i	i	-2.8	-7.2	i	i
> O=C(CC(c1ccccc1)c1ccccc1)NCC1CCCO1 (stereo not drawn)
→ -9.8	i	i	i	i	i	i	-3.2	2.2	i	i
> CN(C(=O)COC(=O)CNC(=O)c1ccccc1F)C1CCCCC1
→ -15.2	i	i	i	i	i	i	0.1	6.9	i	i
> COc1ccc(CCC(=O)OCC(=O)Nc2ccc(C)c(S(=O)(=O)N(C)C)c2)cc1
→ -9.4	i	i	i	i	i	i	-1.4	1.8	i	i
> Cc1cc(NC(=O)CCC(=O)N(Cc2ccco2)C(C(=O)NC2CCCC2)c2ccccc2)no1 (stereo not drawn)
→ -7.3	i	i	i	i	i	i	-0.1	-7.9	i	i
> Cc1ccc(S(=O)(=O)c2c(N)n(/N=C/c3ccco3)c3nc4ccccc4nc23)cc1
→ -25.8	i	i	i	i	i	i	-7.0	24.5	i	i
> COC(CNC(=O)c1ccc2nc(-c3ccccc3)c(-c3ccccc3)nc2c1)OC
→ -16.2	i	i	i	i	i	i	-1.4	-4.4	i	i
> Cc1cc([N+](=O)[O-])ccc1NCc1ccccc1[N+](=O)[O-]
→ -4.4	i	i	i	i	i	i	-6.6	4.1	i	i
> COc1ccccc1-n1nnnc1SCC(=O)Nc1cc(C)on1
→ -1.1	i	i	i	i	i	i	2.2	1.5	i	i
> Cc1ccc(SCC(=O)OC(C)C(=O)N2CCc3ccccc32)cc1 (stereo not drawn)
→ -8.9	i	i	i	i	i	i	0.1	-7.9	i	i
> O=C(NCc1ccccc1Cl)C1CCN(S(=O)(=O)c2ccc(-n3cnnn3)cc2)CC1
→ -2.9	i	i	i	i	i	i	0.4	-4.2	i	i
> OCC(O)/C=N/Nc1nc(N2CCCCC2)nc(N2CCCCC2)n1 (stereo not drawn)
→ -13.2	i	i	i	i	i	i	-0.3	-12.1	i	i
> CCCOc1ccc(N2C(=O)CC(N3CCN(c4ccccc4OC)CC3)C2=O)cc1 (stereo not drawn)
→ -7.9	i	i	i	i	i	i	-3.9	-0.3	i	i
> Cc1ccc(NC(=O)c2c(-c3c(F)cccc3Cl)noc2C)cc1F
→ -9.8	i	i	i	i	i	i	6.7	-24.1	i	i
> O=c1c2sccc2n(Cc2cc(=O)n3ccccc3n2)c(=O)n1-c1ccccc1
→ -9.0	i	i	i	i	i	i	0.7	-18.6	i	i
> COc1ccccc1N1C(=O)C2CCC(c3ccccc3)CC2C1=O (stereo not drawn)
→ -12.2	i	i	i	i	i	i	-5.3	-3.8	i	i
> CCN(CC)C(=O)C1CCCN(Cc2ccccc2)C1 (stereo not drawn)
→ -6.1	i	i	i	i	i	i	-6.2	-2.8	i	i
> Cc1[nH]c2ccccc2c1SCc1nnc(SCc2ccccc2)n1C
→ -13.6	i	i	i	i	i	i	1.8	4.0	i	i
> Cc1nc(-c2ccc(S(=O)(=O)Nc3ccc(S(N)(=O)=O)cc3)cc2)co1
→ -7.8	i	i	i	i	i	i	5.0	-4.0	i	i
> CC(=O)c1cc2c(cc1NC(=O)c1ccco1)OCCO2
→ -6.0	i	i	i	i	i	i	0.1	-4.4	i	i
> COc1ccc(S(=O)(=O)N2CCOC2CNC(=O)C(=O)NCc2ccncc2)cc1OC (stereo not drawn)
→ -6.8	i	i	i	i	i	i	-2.1	-3.1	i	i
> O=C(c1ccc2c(c1)OCO2)N1CCN(c2ccccc2)CC1
→ -2.0	i	i	i	i	i	i	-0.2	-2.7	i	i
> O=C(C1CC1)N(CCN(C(=O)C1CC1)c1ccccc1)c1ccccc1
→ -6.8	i	i	i	i	i	i	2.3	15.7	i	i
> CC(C)COc1ccc(C(=O)Nc2sc3c(c2C(=O)O)CC(C)(C)OC3)cc1
→ -6.5	i	i	i	i	i	i	-9.1	33.6	i	i
> COCCCn1c(=N)c(C(=O)NC2CCCCC2)cc2c(=O)n3ccccc3nc21
→ -11.1	i	i	i	i	i	i	-242.6	-10.6	i	i
> COc1cccc(/C=N/Nc2cc(Cl)nc(C)n2)c1O
→ 2.2	i	i	i	i	i	i	9.4	-0.6	i	i
> CC(=O)Nc1ccc(-c2nnc(SCC(=O)c3ccc4c(c3)Cc3ccccc3-4)n2C)cc1
→ -10.2	i	i	i	i	i	i	-2.2	-9.4	i	i
> Cc1cccnc1NC(=O)CCCNC(=O)c1ccc(Cl)cc1
→ -14.3	i	i	i	i	i	i	7.6	21.3	i	i
> N=C1C(c2ccccc2)=C(O)CN1c1cccc(S(=O)(=O)NCc2ccco2)c1
→ -10.6	i	i	i	i	i	i	3.4	3.6	i	i
> CCNC(=O)NC(=O)COC(=O)CNC(=O)COc1ccccc1
→ -3.6	i	i	i	i	i	i	-14.1	-1.4	i	i
> CCOc1ccc(C(C)=O)cc1COC(=O)C(C)N=C1NS(=O)(=O)c2ccccc21 (stereo not drawn)
→ -6.8	i	i	i	i	i	i	0.6	-1.7	i	i
> CCOC(=O)c1cc(NC(=O)CSCCO)ccc1Cl
→ -1.9	i	i	i	i	i	i	5.7	-6.0	i	i
> COc1cccc(N=c2oc3ccc(OC)cc3cc2-c2nc3ccccc3[nH]2)c1
→ -12.6	i	i	i	i	i	i	-7.9	-3.9	i	i
> O=C(CCc1ccc(S(=O)(=O)N2CCOCC2)cc1)N1CCc2ccccc2C1
→ -11.7	i	i	i	i	i	i	-3.0	0.9	i	i
> CCCCN=C1CC(C)(C)CC(=O)/C1=C(/O)CCC
→ -10.2	-11*	i	i	i	i	i	-11.6	4.6	i	i
> CC(=O)Oc1ccc(N2C(=O)C3C4C=CC(CO)(O4)C3C2=O)cc1 (stereo not drawn)
→ -14.2	i	i	i	i	i	i	-4.2	0.6	i	i
> CCCCn1c(N)c(N(CC)C(=O)CSc2nnnn2-c2cc(C)ccc2C)c(=O)[nH]c1=O
→ -5.9	i	i	i	i	i	i	5.3	3.3	i	i
> OCCOc1ccc(CN2CCN(CCCc3ccccc3)C(CCO)C2)cc1 (stereo not drawn)
→ 1.2	i	i	i	i	i	i	-0.4	-2.6	i	i
> CSc1ccccc1NC(=O)c1ccccc1C
→ -13.2	i	i	i	i	i	i	6.5	-0.2	i	i
> Nc1ccc(C(=O)N2CCN(S(=O)(=O)c3ccc(Br)cc3)CC2)cc1[N+](=O)[O-]
→ -10.6	i	i	i	i	i	i	-4.9	1.3	i	i
> Cc1csc(SCC(=O)Nc2ncc(Cl)c(C)c2Cl)n1
→ -4.2	i	i	i	i	i	i	-15.2	-2.1	i	i
